From PubChem BioAssay
KKLEB cytotox – counter-screen for CF NF-kB inhibitors: cytotoxicity | KKLEB CF airway cells viability, ATPlite luminescence, overnight; stronger effect = lower value; cells stimulated with P. aeruginosa culture filtrate | 360,000 tested, 0.36% active | activity change (cytotoxicity), % at 5 µM;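 active = corrected activity change at or below -50% at 5 µM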
SRC3 inh – human NCOA3 inhibition. Q9Y6Q9. HEK293 GAL4-SRC3 luciferase reporter, luminescence. inhibition, % at 3.6 µM. 360,000 tested, 0.17% active;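 active = inhibition above a per-campaign cutoff, the mean of all compounds plus 3 SD, cut at about 60% in these data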;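 also: 0% = DMSO-treated cells and 100% = gossypol-treated cells at 36 µM; higher means less SRC3-driven luciferase light from the GAL4 reporter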
NCOA1 inh – inhibitors of human steroid receptor coactivator 1 (SRC1); Q15788; HEK293 GAL4-SRC1 luciferase reporter, luminescence; inhibition, % at 3.6 µM; 360,000 tested, 0.12% active; AID 588354;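 active = inhibition above the campaign mean plus 3 SD, with each screening campaign given its own cutoff, cut at about 60% in these data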;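 also: 0% = DMSO treated cells and 100% = gossypol at 36 µM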
COUP-TFII inh – inhibitors of human COUP-TFII (NR2F2) | P24468 | HEK293T NGFI-A luciferase reporter, luminescence | inhibition, % at 8.6 µM | 370,000 tested, 0.7% active;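 active = inhibition above a per-plate cutoff, mean inhibition of test wells between control levels plus 3 SD, cut at about 38% in these data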;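 also: cells cotransfected with COUP-TFII expression vector driving the NGFI-A reporter; 0% = median of COUP-TF2 test wells and 100% = reporter-only cells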
TRAIL sens C8 – sensitizes caspase-8 expressing cells to TRAIL; NB7+C8 cells + TRAIL, ATPlite viability luminescence; inhibition (viability loss, TRAIL sensitization), % at 10 µM; 360,000 tested, 1% active; AID 624354;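 active = compounds causing at least 50% loss of cell viability in the single-dose screen, relative to plate controls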
CF NFkB block – inhibitors of cystic fibrosis induced NF-kB | KKLEB NF-kB-GFP reporter, PAF-induced, GFP fluorescence overnight | inhibition, % at 5 µM | 360,000 tested, 0.86% active | AID 588850;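 active = at least 50% inhibition at 5 µM, scaled per plate between neutral and stimulator controls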;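 also: PAF is a Pseudomonas aeruginosa culture filtrate used as stimulus; plate controls were PAF-stimulated DMSO wells for no effect and unstimulated DMSO wells for full effect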
NR5A2 inv ag – suppresses constitutive activity of human LRH-1; 360,000 tested, 0.13% active; HEK293T StAR-luciferase reporter, LRH-1 transfected, 24 h; O00482; inhibition, % at 3.6 µM;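 active = inhibition above the mean inhibition of all tested compounds plus 3 SD, cut at about 73% in these data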;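 also: 0% = DMSO wells and 100% = reporter-only cells lacking LRH-1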
TWEAK Fn14 block – inhibitors of TWEAK-Fn14 interaction signaling; TWEAK-stimulated Fn14 reporter cells, luciferase luminescence, 8 h; inhibition, % at 10 µM; 360,000 tested, 2% active; in the data active = inhibition above about 50%
SRC2 inh – inhibits human steroid receptor coactivator 2. Q15596. HEK293 GAL4-SRC2 luciferase reporter, luminescence. inhibition, % at 9 µM. 370,000 tested, 0.17% active;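 active = inhibition above the mean inhibition of all tested compounds plus 3 SD, set per campaign, cut at about 52% in these data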;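 also: 0% = DMSO treated cells and 100% = cells given Gossypol at 36 µM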
Target sequence (Q15596 whole entry, looked up, the tested form may be a part): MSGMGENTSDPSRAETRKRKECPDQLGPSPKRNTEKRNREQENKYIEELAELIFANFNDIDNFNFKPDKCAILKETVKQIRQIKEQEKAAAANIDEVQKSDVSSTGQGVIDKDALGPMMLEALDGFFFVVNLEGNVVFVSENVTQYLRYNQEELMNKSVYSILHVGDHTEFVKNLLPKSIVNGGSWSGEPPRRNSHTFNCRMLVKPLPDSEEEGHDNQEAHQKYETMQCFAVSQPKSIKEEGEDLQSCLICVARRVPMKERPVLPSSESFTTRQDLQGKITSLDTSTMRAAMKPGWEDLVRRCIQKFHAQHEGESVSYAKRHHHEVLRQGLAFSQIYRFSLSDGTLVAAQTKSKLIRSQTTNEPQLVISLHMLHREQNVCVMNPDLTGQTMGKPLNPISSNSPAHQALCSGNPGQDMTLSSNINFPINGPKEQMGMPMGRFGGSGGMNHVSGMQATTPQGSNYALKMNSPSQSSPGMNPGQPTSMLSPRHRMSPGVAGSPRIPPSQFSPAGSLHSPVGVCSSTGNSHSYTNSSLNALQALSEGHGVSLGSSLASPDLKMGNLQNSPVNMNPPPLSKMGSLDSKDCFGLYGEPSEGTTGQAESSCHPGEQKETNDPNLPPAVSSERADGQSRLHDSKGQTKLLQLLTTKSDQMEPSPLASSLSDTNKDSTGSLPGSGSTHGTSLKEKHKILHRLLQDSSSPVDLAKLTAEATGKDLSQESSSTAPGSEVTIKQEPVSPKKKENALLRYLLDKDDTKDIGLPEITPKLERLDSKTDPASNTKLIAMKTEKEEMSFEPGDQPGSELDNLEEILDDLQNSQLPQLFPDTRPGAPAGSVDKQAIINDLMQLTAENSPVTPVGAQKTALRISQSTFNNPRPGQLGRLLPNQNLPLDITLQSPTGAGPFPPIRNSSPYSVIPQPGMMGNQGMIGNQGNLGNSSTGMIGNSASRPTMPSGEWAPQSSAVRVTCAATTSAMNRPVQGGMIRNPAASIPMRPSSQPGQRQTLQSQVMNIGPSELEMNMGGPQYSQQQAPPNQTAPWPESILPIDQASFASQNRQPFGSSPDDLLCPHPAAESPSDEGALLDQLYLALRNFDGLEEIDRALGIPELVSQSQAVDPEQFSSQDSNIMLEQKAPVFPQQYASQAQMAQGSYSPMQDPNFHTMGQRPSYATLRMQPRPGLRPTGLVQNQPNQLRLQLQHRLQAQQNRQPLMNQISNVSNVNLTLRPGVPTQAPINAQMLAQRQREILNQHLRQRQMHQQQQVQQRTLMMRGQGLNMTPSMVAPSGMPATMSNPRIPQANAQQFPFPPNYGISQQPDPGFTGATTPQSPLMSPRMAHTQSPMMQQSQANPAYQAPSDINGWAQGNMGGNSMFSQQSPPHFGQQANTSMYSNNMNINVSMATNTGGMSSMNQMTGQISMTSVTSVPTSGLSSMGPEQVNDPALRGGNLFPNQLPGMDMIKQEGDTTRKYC
TROY NFkB inh – TROY signaling inhibition | inhibition, % at 10 µM | 360,000 tested, 0.98% active | Q293 LMP1-TROYcd NF-kB luciferase reporter, 4 h;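 active = compounds whose plate-normalised and pattern-corrected inhibition of the luciferase reporter signal at the single screening dose is 50% or more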
EBV LMP1 NFkB – Epstein-Barr LMP1 NF-kappaB reporter inhibition | LMP1-induced NF-kappaB luciferase reporter cells, luminescence | inhibition, % at 12.5 µM | 350,000 tested, 0.69% active | AID 504558; in the data active = inhibition above about 41%;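 also: 0% = neutral control wells and 100% = reference inhibitor control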
An asterisk follows results filed as active; / = no result given. Random draw from the library; 4.2% or so of the library scored in one or more.

SMILES	KKLEB cytotox	SRC3 inh	NCOA1 inh	COUP-TFII inh	TRAIL sens C8	CF NFkB block	NR5A2 inv ag	TWEAK Fn14 block	SRC2 inh	TROY NFkB inh	EBV LMP1 NFkB
CCOC(=O)N1CCN(S(=O)(=O)c2ccc3[nH]c(=O)oc3c2)CC1	9.0	5.2	-20.2	-9.0	-6.7	-7.8	-7.2	-1.1	16.2	3.8	-1.8
O=C(CSc1ccc(F)cc1)NCCSc1ccccc1	7.7	1.3	-34.7	16.8	3.5	0.6	-22.3	-9.6	5.0	-26.5	-2.8
Cc1ccc(C)c(-n2c(SCC(=O)NC(C(=O)O)C(C)C)nnc2-c2cccc(Cl)c2)c1 (stereo not drawn)	2.2	4.1	9.1	-0.7	-3.9	-4.6	1.8	-2.9	23.0	-25.0	-0.9
O=C(NN=C1CCCC1)c1cccs1	-6.3	-75.9	-92.5	-47.6	2.5	7.1	-151.9	-16.4	-69.9	-91.7	-3.7
Cc1nc2ccc(NC(=S)N3CCCC3)cc2nc1C	-16.4	-6.8	-9.5	-0.4	-10.0	-13.6	-9.2	5.7	-6.0	-8.1	1.0
O=c1c2c(-c3ccccc3)ccnc2[nH]n1-c1ccccc1	-8.7	-23.2	-21.1	-14.8	-0.3	-29.3	-21.2	0.9	-3.2	4.1	-9.2
CCc1cccc(CC)c1NC(=O)CNCc1cccs1	0.0	-11.1	0.4	-11.7	-0.4	-5.3	11.7	3.8	3.5	-8.8	-2.3
C/C(=N\OCC(=O)Nn1c(C)nc2ccccc2c1=O)c1ccccc1	-4.8	3.9	-6.1	8.7	5.1	-7.5	1.0	9.0	11.6	-2.9	-0.6
O=S(=O)(c1ccccc1F)N1CCC(c2nc3ccccc3[nH]2)CC1	-5.6	-1.7	7.4	-7.0	3.9	12.2	2.5	14.4	-14.1	20.8	3.2
COc1ccc(/C=C(\NC(=O)c2ccccc2)C(=O)N2CCCCC2)cc1OC	-8.7	-1.9	-15.9	-3.9	-2.1	1.1	-13.0	-0.2	-2.8	1.9	0.7
Cc1ccc(OC(=O)c2ccc(C)c([N+](=O)[O-])c2)cn1	-16.9	10.2	10.4	17.1	0.6	2.9	12.1	12.0	2.7	8.5	-27.9
COc1cccc(-c2noc(-c3ccc4c(c3)OCO4)n2)c1	-29.9	-64.5	-87.6	-64.8	66.0*	-0.9	-129.0	53.1*	-36.8	9.2	-2.4
O=C(NCc1cccc(Br)c1)c1cc(-c2ccccc2)nn1CC1CC(c2cccnc2)=NO1 (stereo not drawn)	5.6	0.0	7.5	-11.9	7.9	-5.1	10.7	-1.3	-11.0	4.6	-2.1
CS(=O)(=O)N(CC(=O)NCCSCc1ccccc1Cl)c1ccccc1F	1.8	-1.1	-34.0	-1.4	-12.8	11.8	-13.2	22.1	29.5	18.0	-1.8
COc1ccccc1C1CC(=O)NC(C)=C1C(=O)OC(C)C (stereo not drawn)	7.0	26.0	16.7	-0.1	-24.0	9.7	-4.7	15.1	-0.2	13.1	1.8
CCCC(=O)NC(=S)NNC(=O)c1ccc([N+](=O)[O-])cc1	3.9	6.0	-4.7	-2.5	25.3	-28.3	11.7	-80.8	9.8	-1.0	18.9
CCN(C(=O)c1ccc2c(SCC(=O)O)c3c(nc2c1)CCC3)c1cc(Cl)ccc1OC	9.5	-5.0	-6.1	0.6	7.5	-4.5	8.3	15.6	16.7	-2.9	0.7
COC(=O)c1sccc1NC(=O)c1ccc(Br)s1	4.4	-11.4	-8.6	5.0	11.7	-36.6	19.4	12.7	-3.4	-1.4	-7.8
C=CCC[C@H](Cc1ccc(F)cc1)C(=O)OC[C@H](Cc1c[nH]c2ccccc12)NC(=O)[C@@H](CC=C)CC(=O)N[C@H](CO)Cc1ccccc1	7.8	-1.9	0.6	11.4	19.3	-8.2	6.6	49.7	-6.1	44.6	4.3
O=C(Oc1ccc(Br)cc1)c1cccc(S(=O)(=O)N2CCOCC2)c1	5.7	-6.7	-11.4	0.0	7.7	-4.0	-12.6	15.9	0.7	11.0	-2.0
O=C1c2ccccc2-c2n[nH]c3cccc1c23	4.5	-1.2	-2.2	-7.4	22.0	-57.3	-45.5	-30.6	-51.7	-17.4	2.0
COc1cc(C(=O)OCC(=O)Nc2ccc(N3CCOCC3)cc2)ccc1OCC(C)C	9.4	1.2	-1.7	-2.0	9.5	-6.8	57.0	-3.5	-4.3	-4.1	-0.4
CCOC(=O)N1CCN(c2c(NCCCN3CCCCCC3)c(=O)c2=O)CC1	-17.2	-18.2	-0.9	-0.3	5.2	10.3	-5.7	24.1	-6.2	-6.7	-2.5
Cn1cc(CN(CCO)Cc2cccs2)c(-c2cccc(Cl)c2)n1	10.5	8.6	13.5	-8.6	-13.4	-22.3	14.2	6.3	1.4	-39.5	0.2
CNC(=O)c1ccccc1-c1cn(C)c2ccccc2c1=O	0.8	11.0	-16.1	18.5	7.3	1.1	-4.2	0.6	-13.2	14.6	-4.9

SMILES	KKLEB cytotox	SRC3 inh	NCOA1 inh	COUP-TFII inh	TRAIL sens C8	CF NFkB block	NR5A2 inv ag	TWEAK Fn14 block	SRC2 inh	TROY NFkB inh	EBV LMP1 NFkB
N#Cc1c(NC(=O)C2CC(c3ccccc3O)=NO2)sc2c1CCC2 (stereo not drawn)	-5.4	4.2	-18.7	9.3	3.6	-8.9	19.7	-2.8	6.0	-15.3	-7.6
Cn1c(=O)c2c(nc(NCC3CCCO3)n2C)n(C)c1=O (stereo not drawn)	-2.4	12.0	9.5	-14.1	-3.5	-4.5	12.3	8.8	-11.6	-8.3	1.7
CC(NC(=O)C1CCC(CNc2c(N3CCOCC3)c(=O)c2=O)CC1)c1ccccc1 (stereo not drawn)	-4.9	-5.9	-22.2	1.3	0.4	-3.1	-6.4	-3.7	-21.4	-6.8	2.4
CC(=O)Nc1ccc(S(=O)(=O)N(Cc2ccco2)Cc2cc3ccccc3[nH]c2=O)cc1	-1.6	-2.4	-1.3	15.6	18.2	3.7	-29.4	11.0	7.0	24.9	-5.7
Nc1nonc1C(=O)NCCNS(=O)(=O)c1ccc(Br)cc1	-3.3	-6.3	14.8	1.0	4.8	15.7	-19.6	-6.9	20.9	-16.3	-4.1
CN(C)c1ccc(S(=O)(=O)N2CCC(Cc3ccccc3)CC2)cn1	-1.5	-10.6	-1.7	23.9	-2.9	-13.8	1.1	0.9	-7.1	18.3	4.7
CCOC(=O)C1(C)/C(=N/Nc2ccccc2Cl)C(=O)C(=O)N1c1ccccc1 (stereo not drawn)	0.3	-16.3	-13.0	7.6	-7.8	20.9	-4.0	-6.2	10.8	27.6	6.2
O=C(Nc1ccc(Cl)cc1)C1CC(=O)n2c(nc3ccccc32)N1 (stereo not drawn)	-6.1	6.1	15.1	/	-2.3	-15.8	0.0	-20.6	/	2.5	4.0
CCOC(=O)N/N=C\C=C\c1ccc2c(c1)OCO2	6.1	-54.4	-63.9	-30.0	12.3	2.9	-93.9	-23.4	-52.9	-78.4	3.6
CN(Cc1cc(Cl)cc(Cl)c1)[C@H]1C[C@H]2c3[nH]c4ccccc4c3CCN2C(=O)[C@H]1CO	-14.5	-6.1	-1.1	0.7	-0.2	21.5	-0.2	34.1	-5.7	19.6	-8.3
COc1ccc(OC)c(-n2nnnc2SCC(=O)Nc2ccccc2OC)c1	-5.8	7.7	22.7	-0.5	-1.2	-0.9	-10.6	4.3	-5.4	-5.3	-6.7
O=C(NC1CCCC1)c1cccc2c1C(=O)c1ccc(Cl)cc1S2(=O)=O	-1.6	-0.4	3.0	18.7	-1.0	-8.5	0.8	2.6	-10.7	-10.5	0.8
O=C(CCNS(=O)(=O)c1ccc(Br)cc1)NCCc1ccc(Cl)cc1	3.5	19.7	-33.0	4.7	-5.9	-23.6	10.7	10.0	8.5	3.1	-2.5
CCCCN(C(=S)SC)C1CCS(=O)(=O)C1 (stereo not drawn)	9.4	5.2	-8.1	11.8	0.9	-3.5	-5.0	-6.6	4.5	9.4	8.7
c1ccc(Cn2nnnc2C(c2cccs2)N2CCOCC2)cc1 (stereo not drawn)	-5.8	-3.0	7.4	-9.3	-4.2	4.5	3.9	14.8	6.7	-6.8	-12.5
COc1ccc(-c2cc(C(=O)N3CCN(Cc4ccccc4)CC3)no2)cc1OC	-0.1	-8.5	-1.6	7.7	-19.7	13.8	-4.7	-10.6	2.0	-8.0	1.6
CC1(C)C2CCC1(C(=O)O)c1nc3ccccc3nc12 (stereo not drawn)	-6.7	-3.7	-15.7	-1.2	1.2	-0.9	5.0	-1.1	-3.8	6.0	-5.1
Cn1nc(C(C)(C)C)cc1C(=O)NNC(=O)c1ccccc1Cl	2.9	-19.9	-31.1	8.2	9.7	0.4	15.2	11.2	17.0	21.1	5.4
CC1COC(=O)C(NNc2ccc(Cl)c(Cl)c2)=N1 (stereo not drawn)	-1.4	17.4	3.9	-15.4	-0.7	-3.4	-9.5	-24.0	-7.2	-26.1	-1.0
COc1ccc(OC)c(N(C(=O)c2ccco2)C(C(=O)NC2CCCC2)c2ccc(N3CCOCC3)cc2)c1 (stereo not drawn)	-4.1	-11.3	-2.9	0.5	-33.7	-4.3	-3.4	-1.4	2.1	3.8	-3.4
COc1cccc(-c2cnc(C(O)c3ccccc3OC)[nH]2)c1 (stereo not drawn)	7.0	-3.1	3.7	1.6	-10.3	0.0	8.9	13.6	-4.5	-0.2	/
O=C(Nc1nc(-c2cc3ccccc3o2)cs1)c1ccc(S(=O)(=O)N2CCCC2)cc1	-15.7	5.5	11.7	4.6	38.3	11.5	13.2	83.0*	10.4	39.1	12.3
Cn1cc(CNC(=O)C2c3ccccc3Oc3ccccc32)cn1	-0.3	12.8	-3.3	4.1	-1.3	-3.3	-6.6	-2.9	-3.1	-13.6	-1.1
Cc1ccc(C(=O)c2ccccc2C(=O)Nc2ccccc2)cc1	11.1	-17.2	-4.1	3.1	-14.8	-22.8	-10.6	-8.7	-16.3	-27.8	-11.1
COc1ccccc1CNc1nc(NCCNC(C)=O)c2sccc2n1	1.4	-8.5	9.7	-11.4	-1.5	-13.0	5.1	4.9	-25.6	-4.3	/
Cc1cccc(NS(=O)(=O)c2ccc(C(=O)N3CC(C)OC(C)C3)cc2)c1C (stereo not drawn)	5.2	6.9	-10.0	-6.7	19.0	-14.5	24.7	-8.0	-20.9	14.4	10.6
COc1ccc(/C=C2\CCc3c2nc2ccccc2c3C(=O)O)cc1OC	-6.5	5.5	-64.3	10.6	26.1	9.5	-14.1	9.1	-28.4	9.4	4.4
C/C(=N\NS(=O)(=O)c1ccc(C)cc1)c1ccc(C)o1	1.0	5.3	3.1	-6.3	-0.7	17.2	19.6	-5.7	-38.9	0.9	-5.9

Just TROY NFkB inh and KKLEB cytotox (two entries from above):
mol	TROY NFkB inh	KKLEB cytotox
CC1(C)C2CCC1(C(=O)O)c1nc3ccccc3nc12 (stereo not drawn)	6.0	-6.7
Cn1nc(C(C)(C)C)cc1C(=O)NNC(=O)c1ccccc1Cl	21.1	2.9
